Source: PubChem
HTR5A ag ctr: HTR5A agonism, opioid heterodimer counter-screen; P47898; HTR5A agonist assay, luminescence, cell-based; activation, % at 9.3 µM; hit rate 0.61% among 340,000; AID 504692; in the data active means activation mostly above about 9.5%, no sharp cut-off; inactive means mostly below about 7.6%;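 further: 0% = cells with vehicle only and 100% = reference agonist; strong numbers were not always called active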
PKA-R1A activ: activates the PKA-R1A holoenzyme complex; P00514+P68181; AID 504707; activation, % at 11.4 µM; PKA-R1A dissociation, Cy5-IP20 fluorescence polarization; scaled: DMSO 0%, 113 µM cGMP 100%; hit rate 0.083% among 340,000;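 active means percent activation above the mean of all tested compounds plus 3 SD, cut at about 19% in these data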;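 further: higher means more PKAc released from R1A so a rise in polarization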
SUMO Mot1 rescue: blocks SUMOylation pathway, rescuing yeast Mot1-301 growth | S. cerevisiae Mot1-301 growth rescue, ATP luminescence, 38.5C; percent above DMSO median, 100 means doubled | hit rate 1% among 320,000 | growth rescue, % at 18.8 µM;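 active means every valid replicate shows activation above 250% relative to neutral control wells; inactive means the rest, any valid replicate at or below 250%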;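 further: OY570 slx delta 5 strain wells were the positive control but not used for scaling; some compounds called inactive have numbers as strong as hits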
CDK5 inh: inhibitors of human CDK5/p35 kinase; Recombinant CDK5/p35, ADP-Glo luminescence, 60 min; inhibition, % at 10 µM; hit rate 0.01% among 330,000; AID 488839;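 active means highest replicate inhibition of at least 50% and at least 75% of replicates reaching 50%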;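 further: plate controls were DMSO neutral control for no effect and GW8510 at 10 µM for full effect; many of its hits are not listed in these tables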
Target sequence (Q00535 whole entry, looked up): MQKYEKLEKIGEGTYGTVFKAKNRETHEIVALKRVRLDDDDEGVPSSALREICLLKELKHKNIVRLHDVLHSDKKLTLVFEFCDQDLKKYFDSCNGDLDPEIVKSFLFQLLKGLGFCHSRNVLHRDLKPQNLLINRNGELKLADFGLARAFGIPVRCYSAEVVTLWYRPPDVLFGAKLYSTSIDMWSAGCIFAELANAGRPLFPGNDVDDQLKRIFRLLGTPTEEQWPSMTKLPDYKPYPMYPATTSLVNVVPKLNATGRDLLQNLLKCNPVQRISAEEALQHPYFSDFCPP
Target sequence (Q15078 whole entry, looked up): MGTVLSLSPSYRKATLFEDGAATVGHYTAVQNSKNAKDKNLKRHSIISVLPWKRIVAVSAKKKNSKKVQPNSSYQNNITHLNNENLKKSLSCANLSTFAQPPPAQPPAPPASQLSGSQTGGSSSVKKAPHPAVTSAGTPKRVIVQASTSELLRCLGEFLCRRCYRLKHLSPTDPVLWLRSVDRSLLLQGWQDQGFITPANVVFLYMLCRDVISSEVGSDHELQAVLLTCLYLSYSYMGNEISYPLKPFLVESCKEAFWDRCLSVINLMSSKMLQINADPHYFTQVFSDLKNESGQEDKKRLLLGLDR
phage Ecoli inh: E. coli growth loss with phage present; inhibition, % at 11.9 µM; growth absorbance; hit rate 0.26% among 360,000; AID 651602; in the data active means inhibition above about 11%
Tat transport: blocks Tat-dependent protein export in E. coli. E. coli MC4100 TorA-mCherry Tat export, fluorescence. inhibition, % at 10 µM. hit rate 0.036% among 340,000;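 active means mean replicate inhibition at least 50% and at least half of replicates individually reaching 50%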;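 further: exported cargo escapes ClpAP degradation while cytoplasmic cargo is degraded and loses fluorescence; 0% = median of neutral control wells and 100% = median of NaSCN control wells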
AddAB inh: less growth of phage-infected E. coli with AddAB | E. coli expressing H. pylori AddAB, absorbance growth | inhibition, % at 11.9 µM | hit rate 0.29% among 330,000; in the data active means inhibition above about 12%;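 further: 0% = vehicle wells of infected cells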
HTR5A inv ag: inverse agonist of human HTR5A in OPRM1-OPRD1 counter-screen. hit rate 0.083% among 340,000. inhibition, % at 9.3 µM. P47898. HTR5A cell line, luminescence, inverse agonism; in the data active means inhibition mostly above about 23%, no sharp cut-off; inactive means mostly below about 18%;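 further: 0% = cells with DMSO and 100% = no-cell wells with DMSO; some compounds called inactive have numbers as strong as hits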
Ecoli viability: counter-screen for AddAB inhibitors: E. coli growth inhibition; E. coli V3065 growth, OD600 absorbance, 18 h; hit rate 0.27% among 330,000; inhibition, % at 11.9 µM;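 active means inhibition above the campaign's mean inhibition across all tested compounds plus 3 SD, cut at about 9.9% in these data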;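 further: uninfected addAB+ strain grown without phage in ampicillin broth; 0% = DMSO wells and 100% = ciprofloxacin 0.95 µg/ml wells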
DAGLB inh: diacylglycerol lipase beta (human) inhibition | AID 504411 | HEK293T DAGLB membrane lysate, EnzChek fluorogenic substrate | hit rate 0.059% among 340,000 | Q8NCG7 | inhibition, % at 5.17 µM; in the data active means inhibition above about 34%;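 further: 0% = enzyme with vehicle and 100% = wells lacking enzyme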
PKA-R2B activ: PKA-R2B complex activation | hit rate 0.079% among 340,000 | P22694+P31323 | AID 504700 | PKA-R2B holoenzyme dissociation, Cy5-IP20 fluorescence polarization; R2B truncated from residue 108, S112A mutant; 0% DMSO only, 100% 113 µM cGMP | activation, % at 11.4 µM;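 active means activation above a cutoff set at the mean over all compounds plus 3 SD, cut at about 18% in these data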;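 further: higher means more holoenzyme dissociation and a rise in polarization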
Target sequence (P31323 whole entry, looked up, other chains not shown, the tested form may be a part): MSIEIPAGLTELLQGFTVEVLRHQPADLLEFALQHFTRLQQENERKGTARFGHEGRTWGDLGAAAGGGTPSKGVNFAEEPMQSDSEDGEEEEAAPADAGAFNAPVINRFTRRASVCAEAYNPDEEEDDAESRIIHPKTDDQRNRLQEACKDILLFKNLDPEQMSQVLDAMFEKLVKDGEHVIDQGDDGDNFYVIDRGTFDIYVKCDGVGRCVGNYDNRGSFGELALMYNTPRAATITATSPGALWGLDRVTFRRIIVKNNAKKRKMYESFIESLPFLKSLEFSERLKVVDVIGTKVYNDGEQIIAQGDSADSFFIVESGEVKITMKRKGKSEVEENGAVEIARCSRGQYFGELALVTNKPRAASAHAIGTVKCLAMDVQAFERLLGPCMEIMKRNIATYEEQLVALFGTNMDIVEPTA
Starred values were filed as active, the others as inactive; i = inactive; / = no result given; & = joins results of further samples.

canonical_smiles | PKA-R1A activ | DAGLB inh | CDK5 inh | Ecoli viability | HTR5A inv ag | Tat transport | phage Ecoli inh | AddAB inh | SUMO Mot1 rescue | HTR5A ag ctr | PKA-R2B activ
CCOC(=O)CNC(=O)CSc1nnc(-c2cccc(C)c2)n1-c1ccc(OC)cc1 | -4 | 1 | 0.2 | -2.1 | 0 | -3 | -2.2 | 2.9 | 193 | 3 | -3
O=S(Cc1ccc(Br)cc1)Cc1nnc(SCc2c(Cl)cccc2Cl)n1-c1ccccc1 (stereo not drawn) | -4 | -4 | -0.8 | -0.8 | 12 | 10 | / | 0.4 | 7 | -1 | 5
O=C(NCCN1CCC(Cc2ccccc2)CC1)C1CCN(S(=O)(=O)N2CCC3(CC2)OCCO3)CC1 | 10 | 1 | -2.8 | -0.6 | -7 | -12 | 4.3 | 1.6 | 6 | 2 | 0
CCCCC(=O)NC(NC(=O)CCCC)c1ccc(OCC(C)C)c(OC)c1 | -4 | 2 | -0.1 | -1.2 | 17 | 15 | 3.2 | 2.0 | 1 | -4 | -5
Cc1ccc(N/C=C(\C#N)S(=O)(=O)c2ccccc2)cc1 | 5 | -3 | -1.4 | 2.5 | 3 | 5 | 0.4 | 7.3 | -7 | 3 | 0
Fc1ccc(Nc2ncnc3ccccc23)cc1 | -7 | -2 | 0.4 | -1.4 | -17 | 0 | 2.2 | -0.9 | 15 | 6 | -1
C[C@@]12C(=O)N(c3ccc(F)cc3)C(=O)N1[C@@H]1c3ccccc3OC[C@@H]1[C@H]2c1ccccc1 | -3 | -10 | 4.3 | 0.7 | -34 | -8 | 3.8 | 3.1 | -1 | 4 | -8
CN=C1SC(CC(=O)Nc2sc(C)c(C)c2C(=O)OC)C(=O)N1C (stereo not drawn) | -2 | -4 | 0.5 | -2.2 | 0 | -3 | -1.0 | -2.0 | -11 | 0 | -4
CC(=O)NC12CC3CC(C1)CC(C(=O)Nc1c(C)n(C)n(-c4ccccc4)c1=O)(C3)C2 | -6 | 2 | -0.4 | 0.8 | -11 | -3 | 0.9 | 0.3 | 13 | 3 | -5
CCOC(=O)Cc1cc(=O)[nH]n(-c2ccccc2)c1=O | -5 | 0 | 0.4 | / | -8 | 3 | 2.7 | / | / | 2 | -8
C=CCn1c(SCC(=O)NC(=O)c2cccn2C)nc2ccccc2c1=O | -10 | -1 | 0.9 | 0.7 | 3 | 1 | 2.5 | 1.2 | 12 | -1 | -5
O=C(NCc1ccncc1)C1=NN(c2ccccc2)C(=O)CC1 | -2 | -1 | -0.7 | -1.2 | -10 | 3 | -0.1 | 0.2 | i | 4 | 2
CCS(=O)(=O)Nc1cc(-c2nc3cccnc3s2)ccc1C | 0 | -1 | 0.6 | 1.7 | -16 | 3 | 2.5 | -1.0 | -3 | 5 | -2
N#CCC(=O)Nc1ncc(Cc2ccccc2Cl)s1 | -6 | 5 | 1.4 | -2.1 | 1 | 2 | 1.8 | 1.4 | 3 | -3 | -8
COc1ccc(NC(=O)c2ccc(-c3ccc(C(C)=O)cc3)o2)cn1 | -14 | -2 | 0.2 | -3.3 | -2 | -2 | 3.0 | -0.8 | 11 | 0 | -11
CC(C)Cn1c(=O)c(CCC(=O)Nc2ccc(N3CCOCC3)cc2)nc2cc(Cl)ccc21 | 0 | 10 | 2.6 | -2.0 | 3 | 6 | -1.9 | 1.9 | 11 | 6 | -2
CCOC(=O)C1(Cc2cccc(OC)c2)CCCN(S(=O)(=O)CC)C1 (stereo not drawn) | -2 | -1 | -1.0 | -0.5 | 1 | 4 | 3.3 | 4.0 | 1 | 0 | 3
CC(C)CN(C(=O)CSc1ncnc2sccc12)C1CCS(=O)(=O)C1 (stereo not drawn) | 6 | -1 | 1.6 | -0.5 | 0 | -3 | 0.8 | 0.6 | -1 | 0 | -4
N/C(=N\OC(=O)c1ccc2c(c1)OCO2)c1ccncc1 | -4 | 0 | -0.3 | 1.8 | -27 | -1 | 0.6 | -0.5 | -6 | 10 | 7
O=C(NCCNC(=O)c1ccccc1[N+](=O)[O-])c1ccccc1[N+](=O)[O-] | 2 | 1 | 2.7 | 0.7 | -11 | -14 | 1.9 | 3.6 | -2 | 4 | 8
CCOC(=O)CSc1nc2sccc2c(=O)[nH]1 | 1 | -1 | -1.2 | 0.8 | -2 | 0 | 0.5 | 0.6 | -3 | 4 | 3
COc1ccc(CC(=O)NCc2nn(-c3ccccc3)nc2C)cc1OC | -8 | -1 | 0.1 | 0.6 | 13 | 1 | 3.1 | 1.3 | -12 | 2 | -6
CC1(C)Cc2c(sc3c2c(=O)n(-c2cccc(Cl)c2)c(=O)n3CC(N)=O)CO1 | -6 | -1 | -2.7 | -0.8 | 10 | -6 | -1.2 | 4.1 | -31 | 0 | -11
COc1ccc(-c2n[nH]c(=S)n2C2CCCCC2)cc1 | -3 | 1 | -0.7 | -2.3 | -6 | 5 | 1.3 | 2.6 | -26 | 3 | 5
CCN(C(=O)CSc1nnc(C)n1-c1ccccc1)C1CCS(=O)(=O)C1 (stereo not drawn) | 6 | 2 | 0.9 | 2.7 | -30 | 5 | 0.3 | 3.3 | 8 | 3 | -2
CCc1noc(C)c1C(=O)OCC(=O)c1ccccc1OC | -6 | -5 | -1.2 | -1.5 | 12 | 7 | 4.9 | 1.8 | 14 | 2 | 2
COc1ccc(-c2nnc3ccc(SC)nn23)cc1 | 10 | -3 | -0.9 | -1.7 | -6 | -10 | 2.3 | 0.6 | -10 | -5 | -4
COc1ccc(CC(=O)Oc2ccccc2C)cc1S(=O)(=O)N1CCOCC1 | -7 | -3 | -2.2 | 0.0 | 7 | 16 | 3.0 | 1.5 | 131 | 0 | 9
Cc1cc(C)cc(OC(=O)CCN2C(=O)C3C4C=CC(C5CC45)C3C2=O)c1 (stereo not drawn) | -2 | -3 | 0.5 | -2.0 | -16 | -14 | 3.4 | 0.8 | -15 | 6 | -2
CCC(C)[C@@H](C(=O)Nc1ccc(OC)c(OC)c1)N1Cc2ccccc2C1=O (stereo partly drawn) | 0 | 3 | 0.5 | 0.3 | -16 | 0 | 1.2 | 2.6 | -15 | 5 | -6
COc1cccc(/C=N/NC(=O)c2nnn(-c3nonc3N)c2C(C)C)c1 | -14 | -1 | / | -0.7 | -24 | 0 | 1.8 | 1.5 | 97 | 2 | -6
CCc1c(C)nc2ccc(Br)cc2c1SCCC#N | -11 | -2 | 1.2 | 0.4 | -1 | 1 | 4.6 | 0.7 | 13 | 0 | 11
NC1=NC2(CCCCC2)N(c2cccc(Cl)c2)C(N)=N1 | -4 | -1 | 3.1 | 0.6 | -4 | 12 | 0.0 | 1.0 | -5 | 2 | -2
COC(=O)N/N=C(\C)c1ccc2ccccc2c1OC(F)F | -1 | -4 | -0.6 | -0.5 | -22 | -6 | 3.0 | -0.4 | -16 | -1 | 9
COc1cccc(-c2nn(C)c3sc(C(=O)NCc4ccc(C)cc4)cc23)c1 | -4 | -9 | -1.3 | -0.6 | 1 | 8 | 2.1 | -1.2 | -9 | -2 | -10
O=C1Nc2ccc(Br)cc2/C1=N\N=C\C1=C(N2CCOCC2)C(=C/c2ccccc2)/CC1 | -7 | 8 | 1.1 | / | 6 | -14 | 1.4 | / | / | -1 | -13
COc1ccccc1-n1nnnc1SCC(=O)Nc1oc(C)c2c(C)n[nH]c(=O)c12 | 2 | 3 | 1.7 | 0.5 | 0 | 3 | 4.0 | 1.4 | -6 | 0 | 2
COc1ccc(C(=O)NCc2ccccn2)cc1 | -7 | -4 | -0.5 | 1.0 | 7 | -4 | -0.5 | 0.2 | 0 | 3 | -9
COc1cc(NC(=O)COc2ccc(-n3ccnc3)cc2)cc(OC)c1 | -6 | 1 | 0.4 | -1.3 | -2 | 1 | -0.4 | 1.5 | 3 | 1 | -6
O=C(Nc1ccc(-c2nnc3n2CCCCC3)cc1)c1cnccn1 | 8 | 1 | -0.9 | / | -10 | -4 | 1.9 | / | / | -1 | -3
Cn1c(=O)c2c(ncn2CC(O)CNc2ccc(Cl)cc2)n(C)c1=O (stereo not drawn) | 13 | 3 | -0.3 | -1.0 | -1 | 0 | 0.2 | 0.5 | 12 | 3 | -5
O=c1[nH][nH]c2cc([N+](=O)[O-])ccc12 | -1 | 2 | 0.7 | / | -1 | -14 | -2.7 | / | / | 0 | 1
CC(=O)C1=C(O)C(=O)N(CCc2ccccc2)C1c1ccccc1[N+](=O)[O-] (stereo not drawn) | -1 | 0 | -3.6 | -0.9 | -6 | 4 | 3.1 | -1.7 | -19 | 2 | 5
COC(=O)/C(=N/Nc1cccc(C)c1)N1CCCc2ccccc21 | 7 | 0 | -1.6 | -0.3 | 12 | 4 | 2.0 | 4.0 | 20 | -4 | 8
O=C1CN(C(=O)c2cccc([N+](=O)[O-])c2)CC(=O)N1 | 0 | 1 | 0.8 | -0.8 | 3 | -4 | 0.7 | 2.2 | -33 | -1 | 3
O=C(COc1ccccc1)NCC1COc2ccccc2O1 (stereo not drawn) | 3 | -3 | -2.9 | 0.8 | -6 | -8 | 0.3 | 1.2 | -7 | -1 | -2
COc1ccc(S(=O)(=O)N(C)C)cc1NC(=O)CCNC(=O)c1ccco1 | -3 | 3 | -0.4 | 1.3 | -12 | 6 | 2.6 | 7.0 | 2 | 4 | 8
CCOc1cc(C(=O)N=c2sccn2C)ccc1OC(F)F | 1 | 1 | -1.8 | -0.8 | -20 | 1 | 1.9 | -0.3 | -15 | 5 | -5
COc1ccc2[nH]c(C)c(CCN(Cc3cccs3)C(=S)Nc3cccc(F)c3)c2c1 | 5 | 0 | -2.0 | 1.5 | -19 | 3 | / | -0.7 | 3 | 7 | -2
O=C(N/N=C/c1cccnc1)c1ccccc1Br | -6 | 0 | 0.0 | / | -38 | 2 | 0.7 | / | 85 | 1 | -13
Cc1ccc(C)c(S(=O)(=O)N2CCN(C(=O)CCCc3c[nH]c4ccccc34)CC2)c1 | -6 | 2 | -1.4 | 1.7 | -17 | 4 | 0.2 | 1.5 | -3 | 6 | -15
CC(C)(C)c1ccc(C(=O)NNC(=O)CNC(=O)c2cccs2)cc1 | -3 | 0 | -9.7 | 0.6 | -7 | 4 | 7.5 | 2.4 | -4 | 3 | 9
COC(CNC(=O)c1ccc(N2CCc3ccccc32)c([N+](=O)[O-])c1)OC | 1 | 11 | 1.7 | -0.6 | 7 | 1 | 0.8 | -0.2 | 366 | -2 | 4
O=C(NCCCNCc1ccccc1)c1ccccn1 | -1&-7 | -4&0 | 2.9&-0.1 | -1.9 | -1&-4 | -7&-3 | 2.1&0.7 | 0.0 | -4 | 0&2 | -12&-1
COc1cc(C(=O)Nc2ccc(S(=O)(=O)Nc3cc(C)nc(C)n3)cc2)cc(OC)c1OC | -8 | -5 | 2.5 | 1.4 | 26 | 1 | 2.0 | 4.4 | 4 | -3 | 6
